EWS-Fli inh – EWS/Fli transcriptional activity inhibition; A673 NR0B1-luciferase reporter, viability-normalised; inhibition, % at 12.6 µM; 0.67% of 350,000 active; AID 651661;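 active = mean inhibition of at least 50% after viability correction, with every replicate also passing that limit; inconclusive = mean reaches 50% but only one of two replicates passes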;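 note: firefly luciferase signal divided by Alamar Blue viability fluorescence both relative to DMSO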
CASP6 VEID inh – blocks human caspase-6 cleavage activity. P55212. purified caspase-6, Z-VEID-R110 cleavage fluorescence. inhibition, % at 12.5 µM. 0.53% of 350,000 active;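 active = mean inhibition across replicates at least about 35%, with every replicate also reaching that limit, limit read from the data; inconclusive = only one of the two criteria met; inactive = neither criterion met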;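 note: 0% = median of neutral control wells and 100% = no fluorescence left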
Target sequence (P55212 24-179 limits assumed): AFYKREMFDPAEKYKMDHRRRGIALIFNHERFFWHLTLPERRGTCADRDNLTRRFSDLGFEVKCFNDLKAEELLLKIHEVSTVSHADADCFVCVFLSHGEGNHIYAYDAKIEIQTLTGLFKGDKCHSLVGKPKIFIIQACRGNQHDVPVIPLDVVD
Target sequence (P55212 194-293 limits assumed): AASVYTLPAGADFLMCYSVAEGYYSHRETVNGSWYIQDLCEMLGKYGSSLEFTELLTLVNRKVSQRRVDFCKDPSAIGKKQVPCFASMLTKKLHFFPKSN
ARNT-TACC3 inh – ARNT/TACC3 interaction disruption. AID 623870. Q9Y6A5. AlphaScreen His-ARNT PAS-B/GST-TACC3 binding, luminescence; TACC3 fragment carries E629A point mutation. inhibition, % at 9.99 µM. 0.66% of 390,000 active;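 active = mean inhibition of replicates at least 50% and at least half of replicates each reaching 50%; inconclusive = half or more replicates reach 50% but mean below 50%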;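 note: 0% = complete ARNT plus TACC3 wells and 100% = ARNT alone without TACC3; many hits fall short of the cut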
PAX8 inh HTS – lowers PAX8-driven luciferase in RMG-I cells; RMG-I TPO-luciferase reporter, SteadyGlo, 24 h; inhibition, % at 12.6 µM; 1.2% of 360,000 active;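 active = mean replicate inhibition at least 60% with every replicate also reaching 60%; inconclusive = only one of the two criteria is met; inactive = mean below 60% and not all replicates reaching 60%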;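 note: luciferase light reporting Pax8 driven TPO promoter activity; plate controls were median of neutral control wells for no effect and mitoxantrone controls for full effect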
SIRT5 block – sirtuin-5 (human) deacylase inhibition; AID 652115; 1.1% of 330,000 active; Q9NXA8; inhibition, % at 15 µM; Purified SirT5, succinyl-peptide AMC, trypsin-coupled fluorescence; in the data active = inhibition above about 15%; inconclusive = no clear call, values can overlap the other calls
Target sequence (Q9NXA8 whole entry, looked up): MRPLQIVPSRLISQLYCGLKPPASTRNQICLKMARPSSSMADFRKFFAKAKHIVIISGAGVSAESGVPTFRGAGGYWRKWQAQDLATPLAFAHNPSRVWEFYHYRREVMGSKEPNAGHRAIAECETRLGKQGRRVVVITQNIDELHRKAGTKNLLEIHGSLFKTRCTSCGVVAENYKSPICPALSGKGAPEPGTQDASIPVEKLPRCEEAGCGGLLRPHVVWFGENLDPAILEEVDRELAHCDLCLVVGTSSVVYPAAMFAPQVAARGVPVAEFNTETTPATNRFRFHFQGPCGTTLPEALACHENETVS
LGR2 antag – blocks bursicon-induced cAMP signaling via Drosophila LGR2. HEK293 LGR2, CRE-luciferase, bursicon-stimulated, 4 h. 0.35% of 380,000 active. AID 720647. inhibition, % at 9.99 µM;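 active = drop in luminescence signal, shown as inhibition above about 50% in the replicate tests, limit read from the data, passing the limit was not always enough; inconclusive = probably only some replicates passing the limit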;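 note: agonist challenge used bursicon conditioned medium at about half maximal strength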
DENV2 CPE rescue – protects cells from dengue virus 2 cytopathic effect; CPE inhibition, % at 9.99 µM; AID 651640; 1.7% of 350,000 active; DENV2-infected cells, cytopathic effect rescue, plate reader; in the data active = CPE inhibition above about 20%, passing the limit was not always enough; inconclusive = no clear call, values can overlap the other calls; tested in BHK-21 cells;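 note: 0% = median of neutral control wells and 100% = median of positive control wells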
* = called active by the depositor; ? = inconclusive; . = not tested or not shown; & = joins results of further samples.

smiles,EWS-Fli inh,CASP6 VEID inh,ARNT-TACC3 inh,PAX8 inh HTS,SIRT5 block,LGR2 antag,DENV2 CPE rescue
O=C(/C=C/Nc1cccc(C(F)(F)F)c1)c1ccco1,-93,1,8,-105,-1,-30,2
COc1ccc2c3c(n(C)c2c1)[C@H](CO)N(C(=O)c1ccccc1)CC31CN(Cc2ccccc2OC)C1,-5,.,.,.,.,-7,-3
OCCCn1c(C2CCCN2c2nc(-c3ccc(Cl)cc3)cs2)nc2cc(Cl)c(N3CCCCC3)cc21 (centres undefined),-8,.,2,-1,.,-6,3
COc1ccc(-n2nc(C(=O)NCC(=O)NC3CCCCC3)c3ccccc3c2=O)c(OC)c1,9,2,-8,6,-2,3,-7
O=C(C[C@@H]1CC[C@@H](NC(=O)Nc2ccc(C(F)(F)F)cc2)[C@H](CO)O1)NCc1ccccn1,-14,-4,-16,15,2,6,-3
CCCCCCCCC(=O)N/N=C(\C)c1ccco1,1,0,-7,-3,-1,-5,4
O=C(O)CSCC(=O)Nc1ccccn1,-14,0,-5,7,-3,-4,1
COC(=O)C[C@H]1CC[C@H](NC(=O)Nc2ccccc2)[C@@H](CO)O1,-2,2,.,9,.,-18,-10
NNC(=O)Nc1cccc(C(F)(F)F)c1,22,-1,8,-7,41*,0,1
COc1ccc(C(CNC(=O)c2ccc(S(=O)(=O)N(C)C)cc2)N2CCCC2)cc1 (centres undefined),-9,1,-2,16,0,1,1
Nc1[nH]c(C(=O)c2ccccc2)c(-c2ccccc2[N+](=O)[O-])c1C(=O)NCCc1c[nH]c2ccccc12,15,-6,.,24,.,.,-7
COC(=O)c1c(C(=O)OC)c(-c2ccc(F)cc2)n2c1CS(=O)C2 (centres undefined),-10,-2,-4,3,-3,-2,5
COc1cc(C2C(C(=O)c3cccs3)=C(O)C(=O)N2CCN2CCOCC2)cc(OC)c1OC (centres undefined),8,-1,11,-72,-3,-5,-3
CCN(C)C1CN(Cc2cn(CCCOC)nn2)S(=O)(=O)C1 (centres undefined),-8,-2,.,0,2,15,11
C/C(=N/NC(=O)c1sc(NS(=O)(=O)c2ccc(C)cc2)nc1C)c1sc(N)nc1C,7,29,-16,-3,9,7,-4
Cc1ccc(C(=O)CCC(=O)OCc2nnc(-c3ccccc3)o2)cc1,-17,2,-6,-13,7,-19,3
C[C@@H]1CN([C@H](C)CO)C(=O)Cc2cc(NS(=O)(=O)c3ccc(F)cc3)ccc2O[C@@H]1CN(C)C(=O)Nc1ccc2c(c1)OCO2,-4,.,.,0,.,18,.
C[C@H](CO)N1C[C@H](C)[C@@H](CN(C)S(=O)(=O)c2cccs2)Oc2ccc(NC(=O)c3ccncc3)cc2C1=O,-1&-1,-1&0,-4&-3,-14,-1&-10,3&-2,6&2
CCCC(=O)Nc1ccc2c(c1)C(=O)N(C)[C@@H]1CC[C@@H](CC(=O)N3CCc4ccccc4C3)O[C@H]1CO2,4,.,-25,?,.,-3,?
CC1(/[N+]([O-])=C/c2cccc(Cl)c2)CCCCC1=O (centres undefined),-3,-1,3,-3,-4,.,-1
O=C1Nc2ccccc2C1c1ncc(C(F)(F)F)cc1Cl (centres undefined),10,0,-12,17,-3,-13,-8
C=CCn1c(C)nc2c(sc3nc4c(cc32)COC(C)(C)C4)c1=O,-89,-2,-5,-126,-5,.,-4
Oc1[nH]c2ccccc2c1N=Nc1c(F)c(F)c(Cl)c(F)c1F,-15,-4,3,-7,-8,4,-6
CCn1c(=N)n(CC(=O)c2ccc(Br)s2)c2ccccc21,-55,2,0,-3,-3,5,-5
Cc1csc(SCC(=O)NC(C)c2ccccc2)n1 (centres undefined),-10,-2,1,-18,-6,6,7
COc1ccc(C#Cc2ccc([C@H]3[C@H](CO)N4CCCCN(C(=O)Nc5cccc(F)c5)C[C@@H]34)cc2)cc1,27,0,13,?,5,.,-23
COc1ccc(CCC(=O)NC2CCCN(Cc3ccc(Cl)cc3)C2)cc1OC (centres undefined),13,5,.,2,.,0,-3
COC(=O)c1ccc(N/C=C\C(=O)c2ccc3c(c2)OCO3)cc1,41,1,-9,-74,-2,-72,-3
Cc1c(NS(=O)(=O)c2cc(C(=O)N(C)Cc3ccccc3)ccc2Cl)c(=O)n(-c2ccccc2)n1C,-84,3,0,16,.,-24,0
CC1CCN(C2(O)C(=O)Nc3ccc(Br)cc32)CC1 (centres undefined),4,1,-3,-2,1,-3,-2
COc1cccc(NC(=O)Nc2ccc3c(c2)C(=O)N(C)[C@H]2CC[C@H](CC(=O)NCCc4ccccc4)O[C@H]2CO3)c1,-1,2,21,17,2,2,-4
Fc1cccc(COc2ccccc2C(=S)N2CCCC2)c1,1,0,4,-11,-2,5,-4
CC1(C)OC(=O)C(=CNc2cccc(O)c2)C(=O)O1,-9,2,-3,.,-2,-18,-4
COC(=O)c1cc(S(=O)(=O)NCCc2sccc2C)c[nH]1,.,2,-6,-19,-2,-4,17
O=C(N[C@@H]1CC[C@H](CCn2cc(C3CCCCC3)nn2)O[C@@H]1CO)c1cccnc1,-2,6,3,-3,5,5,-2
C[C@H](CO)N1C[C@H](C)[C@H](CN(C)C(=O)CC2CC2)Oc2cc(Br)ccc2S1(=O)=O,-17&3&3,-1&0&-1,-14,-2,-8&-7&-8,0&9,-7&-9&-6
CCN(Cc1ccccc1)S(=O)(=O)c1c[nH]c(C(=O)OC)c1,-1,-1,14,-4,.,-3,5
CN1[C@@H]2Cn3c(ccc(-c4ccncc4)c3=O)[C@H]1[C@@H](C(=O)Nc1nccs1)[C@@H]2CO,4,1,7,-12,-2,-6,3
Cc1cc(O)c(C(=O)/C=C/c2ccccc2O)c(=O)o1,23,0,-21,29,0,17,9
O=C(Nc1ccc(Cl)cc1)N[C@@H]1CC[C@@H](CCn2cc(-c3ccccc3F)nn2)O[C@@H]1CO,2,1,-10,5,-5,2,0
Cc1ccc(OCc2n[nH]c(=S)n2-c2ccccc2)cc1C,11,-2,1,-5,.,21,-4
C[C@H](NC(=O)N1CCn2c1nc1ccccc12)C(=O)NCc1ccccc1,0,4,3,7,-1,-1,-3
CC(C)NC(=O)Nc1ccc2c(c1)CC(=O)N([C@H](C)CO)C[C@@H](C)[C@@H](CN(C)CC1CCCCC1)O2,14,-2,0,11,7,5,4
c1ccc(Cn2ncc3c(Nc4ccccc4)ncnc32)cc1,-7,3,-1,-11,0,4,-5
CCN1C(=O)N[C@@H](c2cccc(F)c2)C(C(C)=O)=C1C,-4,-2,12,-2,.,12,3
N#Cc1ccccc1CSC1=NCCS1,-9,-2,-11,-9,-1,-31,-6
CC1CCC/C(=C\c2ccc(O)cc2)C1=O (centres undefined),-2,3,4,-3,4,.,7
CN(C)C(=O)[C@H]1[C@H](CO)[C@H]2Cn3c(ccc(-c4ccccc4)c3=O)[C@@H]1N2Cc1ccccn1,-17,0,0,.,-27,10,5
COc1ccc(OCC(=O)Nc2cc(S(=O)(=O)N3CCCCC3)ccc2OC)cc1,4,1,-5,6,0,-9,-5
c1ccc2c(-c3[nH]ncc3CNCCCn3ncc4ccccc43)cccc2c1,7,-10,-2,19,-4,-14,11

Going on with the list.
smiles,EWS-Fli inh,CASP6 VEID inh,ARNT-TACC3 inh,PAX8 inh HTS,SIRT5 block,LGR2 antag,DENV2 CPE rescue
C[C@H]1CN([C@@H](C)CO)C(=O)c2cc(NC(=O)NC3CCCCC3)ccc2O[C@@H]1CN(C)S(=O)(=O)c1cn(C)cn1,-5,0,-7,.,3,3,-4
CSc1nc(N)n2nc(-c3ccccc3)cc2n1,-105,-2,-27,-188,-1,-83,-4
C/C=C/c1cnc2c(c1)C(=O)N([C@H](C)CO)C[C@@H](C)[C@@H](CN(C)S(=O)(=O)c1ccc(F)cc1)O2,2,-2,-1,.,5,2,?
CN(C)C(=O)C[C@H]1CC[C@@H]2[C@H](COc3ccc(NS(=O)(=O)c4cccc(F)c4)cc3C(=O)N2C)O1,2,-2,12,-8,1,1,1
CC(C)CCN1C(=O)c2ccc(C(=O)Nc3ccc(O)cc3C(=O)O)cc2C1=O,-8,-2,-7,19,1,5,-5
CN1c2ccc(-c3ccccc3)cc2[C@@H]2[C@@H](CCN2C(=O)Cc2ccccn2)[C@@H]1CO,-5,-1,16,8,0,-1,22*
Cn1nc(C(=O)Nc2ccccc2)c2c1-c1ccccc1S(=O)(=O)C2,-11,-3,0,-11,-1,2,3
COc1ccc(Br)cc1/C=N/N1CCN(Cc2ccccc2)CC1,5,0,16,0,1,3,6
COc1ccc(C(=O)NNC2=NS(=O)(=O)c3ccccc32)cc1OC,.,.,0,-20,4,-2,-3
O=C(c1ccc([N+](=O)[O-])s1)N1CCN(c2ccc(C(F)(F)F)cn2)CC1,5,3,4,21,-1,0,-5
CCOC(=O)C1CN(S(=O)(=O)c2ccc(Cl)cc2)c2cc(S(=O)(=O)CC)ccc2O1 (centres undefined),2,2,.,-5,-1,19,2
O=C(NNC(=O)c1ccc(Cl)c(Cl)c1)c1ccncc1,1,0,.,17,-2,7,3
CCOc1ccc(NC(=O)CN(C)C(=O)CC(NC(=O)c2ccccc2)c2ccccc2)cc1OCC (centres undefined),-4,-1,9,3,-3,4,12
O=C(COC(=O)/C=C/c1ccc(OC(F)F)cc1)Nc1ccc(S(=O)(=O)N2CCCC2)cc1,.,.,-9,-6,.,-2,.
CCn1c(SCC(=O)NCC2CCCO2)nc2c(c1=O)SCC2 (centres undefined),4,0,22,7,-4,-1,8
COC(=O)C1CCN(C(=O)COC(=O)c2ccc3[nH]c4c(c3c2)CCCC4)CC1,3,1,6,-9,0,-10,5
O=S(=O)(Nc1ccncc1)c1cc(Cl)ccc1Cl,1,-2,-10,-6,1,1,-3
COc1ccc(NC(=O)Nc2ccc3c(c2)C(=O)N([C@H](C)CO)C[C@H](C)[C@@H](CN(C)S(C)(=O)=O)OCCCC[C@H](C)O3)cc1,-11,1,-29,-16,1,-3,-6
O=C1c2cc(F)ccc2OC2(CCNCC2)C12CC(c1ccccc1)=NO2 (centres undefined),2,-3,0,-5,.,-8,-13
O=C(CCN1C(=O)c2ccc([N+](=O)[O-])cc2C1=O)Nc1ccc(O)cc1C(=O)O,7,-2,1,-16,7,8,0
CCN(CC(=O)Nc1cc(Cl)ccc1C)C(=O)c1ccc2c(=O)n3c(nc2c1)CCC3,-3,-2,27,-11,0,-8,0
O=C(NCCc1ccccc1)/C(=C/c1ccco1)c1ccccc1,2,6,0,21,-2,11,0
C[C@@]12C(=O)N(c3ccc(Br)cc3)C(=O)N1[C@@H]1c3ccccc3OC[C@@H]1[C@H]2c1ccccc1,3,-1,0,-5,-2,4,-3
COc1ccc(S(=O)(=O)Nc2ccc3c(c2)C(=O)N([C@@H](C)CO)C[C@H](C)[C@@H](CN(C)C(=O)NC2CCCCC2)OCCCC[C@H](C)O3)cc1,17,1,-8,14,11,-4,-3
C[C@H]1CN([C@@H](C)CO)C(=O)Cc2cc(NC(=O)Nc3ccccc3)ccc2O[C@H]1CN(C)S(=O)(=O)c1ccc(Cl)cc1,14,.,.,32,.,-22,10

Molecules above containing a nitro group on carbon:
smiles,EWS-Fli inh,CASP6 VEID inh,ARNT-TACC3 inh,PAX8 inh HTS,SIRT5 block,LGR2 antag,DENV2 CPE rescue
Nc1[nH]c(C(=O)c2ccccc2)c(-c2ccccc2[N+](=O)[O-])c1C(=O)NCCc1c[nH]c2ccccc12,15,-6,.,24,.,.,-7
O=C(c1ccc([N+](=O)[O-])s1)N1CCN(c2ccc(C(F)(F)F)cn2)CC1,5,3,4,21,-1,0,-5
O=C(CCN1C(=O)c2ccc([N+](=O)[O-])cc2C1=O)Nc1ccc(O)cc1C(=O)O,7,-2,1,-16,7,8,0

Compound activity: PubChem BioAssay, Broad Institute
